Screening results: PubChem BioAssay, National Center for Advancing Translational Sciences (NCATS)
RGS12 GoLoco inh: RGS12 GoLoco-Gai1 interaction inhibition; P63096; AID 880; Potency, µM (doses to about 61.6 µM), without a hit: at the highest dose activity, negative = inhibition, most hits filed as inhibitors; 230,000 tested, 0.44% active; Gai1:RGS12 GoLoco peptide FP, rhodamine, 10 min; active = well fitted inhibition curve with a large enough effect, not every such curve was filed as active; inactive = no such curve, though single readings can be large or run the other way; also: nearly all actives have a fitted effect of over 30% in size; many of its hits are not listed in these tables
Target sequence (P63096 whole entry, looked up): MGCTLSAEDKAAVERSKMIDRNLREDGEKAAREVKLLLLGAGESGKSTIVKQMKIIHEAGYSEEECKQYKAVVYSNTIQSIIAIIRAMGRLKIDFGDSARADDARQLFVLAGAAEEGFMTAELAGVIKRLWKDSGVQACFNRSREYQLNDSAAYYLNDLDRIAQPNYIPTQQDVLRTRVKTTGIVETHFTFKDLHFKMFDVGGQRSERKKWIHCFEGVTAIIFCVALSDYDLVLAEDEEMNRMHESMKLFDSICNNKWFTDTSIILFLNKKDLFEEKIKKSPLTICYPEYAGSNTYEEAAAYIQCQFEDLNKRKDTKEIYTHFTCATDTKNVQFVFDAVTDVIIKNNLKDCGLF
L3MBTL1 block: L3MBTL1 (human) inhibition; Q9Y468; AlphaScreen L3MBTL1–H3K9me1 peptide binding; Potency, µM (series often up to 57.1 µM), without a hit: at the highest dose activity, negative = inhibition, actives largely listed as inhibitors; 230,000 tested, 0.66% active; also: nearly all actives have a fitted effect of over 60% in size
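First, the protein-peptide complex forms for 30 min at room temperature (L3MBTL1 50 nM, biotinylated H3K9me1 peptide 75 nM). Next, compounds are pin-transferred and incubated 30 min. Finally, AlphaScreen beads are added and read after 30 min.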
GAA glycogen: inhibitors or activators of human alpha-glucosidase glycogen cleavage | P10253 | recombinant GAA, glycogen substrate, Amplex Red glucose oxidase fluorescence | Potency, µM (doses to about 76.4 µM), without a hit: at the highest dose activity change, negative = inhibition, actives largely listed as inhibitors | 300,000 tested, 0.38% active;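 also: 0% = full enzyme reaction and -100% = no-enzyme basal signal; the screen sought inhibitors and activators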
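qHTS, 1536-well; enzyme 4 nM final; cpd up to 77 uM; substrate bovine liver glycogen 30 ug; 50 mM citrate/phosphate pH 5.0, 0.01% Tween-20; 37 C, 40 min; Amplex Red detection 45 min RT; Hill fit → AC50.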
RECQ1 inh: inhibitors of human RECQ1 DNA helicase | AID 2549 | Potency, µM (highest dose often 57.3 µM), for inactives: at the top dose activity, negative = inhibition, actives largely listed as inhibitors | RECQ1 DNA unwinding, red fluorescence kinetic read | 240,000 tested, 0.54% active | P46063;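 also: plate controls were vehicle for no effect and no enzyme for full effect; nearly all actives have a fitted effect of over 30% in size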
Target sequence (P46063 whole entry, looked up): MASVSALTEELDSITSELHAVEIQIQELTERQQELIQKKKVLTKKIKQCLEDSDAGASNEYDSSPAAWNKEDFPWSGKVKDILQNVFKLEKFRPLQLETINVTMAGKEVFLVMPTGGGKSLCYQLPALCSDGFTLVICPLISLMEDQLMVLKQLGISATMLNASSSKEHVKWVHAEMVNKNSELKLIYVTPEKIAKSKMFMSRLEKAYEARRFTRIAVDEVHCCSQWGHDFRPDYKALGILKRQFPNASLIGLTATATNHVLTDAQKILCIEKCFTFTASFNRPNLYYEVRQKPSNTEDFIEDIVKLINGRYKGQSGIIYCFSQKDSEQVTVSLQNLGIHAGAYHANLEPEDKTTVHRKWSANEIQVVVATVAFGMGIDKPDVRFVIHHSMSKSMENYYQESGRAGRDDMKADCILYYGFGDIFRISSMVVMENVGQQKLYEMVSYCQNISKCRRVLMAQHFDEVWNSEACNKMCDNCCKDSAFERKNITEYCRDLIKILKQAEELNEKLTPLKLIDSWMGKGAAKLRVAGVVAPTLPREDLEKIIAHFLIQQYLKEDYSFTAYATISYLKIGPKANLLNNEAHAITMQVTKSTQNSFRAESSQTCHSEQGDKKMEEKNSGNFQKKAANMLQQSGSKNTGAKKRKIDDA
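RECQ1T1 50 nM; forked duplex (20 bp + 30-nt ss tails) 200 nM, ATP 2 mM final; pH 8.0, 2 mM MgCl2, 2.5 ug/ml poly(dI-dC); 15 min compound preincubation; discontinuous kinetic read over 2 h at RT.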
GAA inh: inhibitors of human lysosomal alpha-glucosidase | P10253 | Potency, µM (series often up to 76.9 µM), for inactives: at the top dose activity change, negative = inhibition, most hits filed as inhibitors | 200,000 tested, 0.005% active | purified human GAA, 4-MU-alpha-glucoside fluorescence | AID 1466;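 also: plate controls were uninhibited enzyme wells for no effect and no-enzyme background for full effect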
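Fluorogenic assay: 4 nM human alpha-glucosidase with 400 uM 4-methylumbelliferyl-alpha-D-pyranoside in 50 mM citrate/phosphate, 0.005% Tween-20, pH 5.0, 20 min at room temperature. Compounds tested up to 77 uM; AC50 from Hill fits.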
TRb-SRC2 inh: inhibitors of human thyroid hormone receptor beta-SRC2 interaction. P10828. TRbeta-SRC2 peptide binding, fluorescence polarization; receptor liganded with 1 µM T3. Potency, µM (series often up to 106 µM), for the others: top-dose activity change, negative = inhibition, usual class: inhibitors. 280,000 tested, 0.065% active;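 also: plate controls were bound peptide for no effect and peptide without receptor for full effect; nearly all actives have a fitted effect of over 50% in size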
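TRb LBD 0.6 uM + Texas Red SRC2 peptide 20 nM, 1 uM T3, Tris buffer w/ 5% DMSO; compound pinned, 5 h RT; FP read ex 555/em 632; normalized to unbound and bound controls.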
aGlu spleen mod: inhibitors or activators of human alpha-glucosidase in spleen homogenate; AID 2112; 240,000 tested, 0.006% active; Potency, µM (top dose mostly 79.9 µM), for the others: at the top dose activity change, negative = inhibition, hits mostly inhibitors; human spleen homogenate, 4-MU-alpha-glucoside fluorescence; P10253;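 also: 0% = enzyme with vehicle and -100% = no enzyme basal signal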
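Enzyme source: human spleen homogenate, 1 ug/well. Buffer 50 mM citric acid/K phosphate pH 5.0, 0.01% Tween-20. 4-MU-alpha-glucoside 1 mM; 37 C x 40 min; NaOH/glycine stop; fluorescence.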
TexasRed fluor: Texas Red fluorescence interference in TRb-SRC2 counter-screen. TRb/SRC2 Texas Red total fluorescence interference. Potency, µM (titrated, usually from 106 µM), for inactives: at the top dose fluorescence change, negative = quenching. 280,000 tested, 0.29% active; active = well fitted curve in either direction with a large enough effect; inconclusive = small, poorly fitted or top-dose-only effect
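Human TRβ ligand-binding domain (0.6 uM) and Texas Red SRC2 peptide (20 nM) in Tris buffer with 1 uM T3 and 5% DMSO were incubated with pinned compound for 5 hr at ambient temperature. Total fluorescence was computed as S + 2P (555/632 nm).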
The depositor's hits bear a star; & = joins results of further samples; [ ] = dose if it differs, or a comment. Unless noted, calls follow the shape of the dose curve; as a rule, active = well fitted curve in the direction sought with a large enough effect; inconclusive = small, poorly fitted or top-dose-only effect, or another doubt; inactive = no such curve, though single readings can be large; an effect the other way counts as inactive or inconclusive. Unless noted, % is scaled to controls: 0 for no effect and ±100 for the full control effect; potency is read from the fitted curve at half-maximal effect. Not all compounds are listed. The share of hits here may be higher or lower than overall.

What do the screens show for `O=C(NCCN1CCOCC1)C1CCN(S(=O)(=O)N2CCCC2)CC1`?
RGS12 GoLoco inh: -5%; GAA glycogen: 5%; RECQ1 inh: -3%; GAA inh: 0%; TRb-SRC2 inh: -2%; aGlu spleen mod: -3%; TexasRed fluor: -1%

What do the screens show for `COc1ccc(-c2cc(C(F)(F)F)nc(SCC(=O)NCc3cccs3)n2)cc1OC`?
RGS12 GoLoco inh: -4%; L3MBTL1 block: 10%; GAA glycogen: -4%; RECQ1 inh: 1%; GAA inh: 10%; TRb-SRC2 inh: -6%; aGlu spleen mod: -9%; TexasRed fluor: -1%

What do the screens show for `CCc1cccc(C)c1NC(=O)CCCSc1nc2ccccc2s1`?
RGS12 GoLoco inh: 3%; L3MBTL1 block: 9%; GAA glycogen: 2%; RECQ1 inh: -2%; GAA inh: -3%; TRb-SRC2 inh: -1%; aGlu spleen mod: 3%; TexasRed fluor: 1%

Results for Cc1cc(NC(=O)c2cc(-c3ccccc3)on2)no1 ?
RGS12 GoLoco inh: -1%; GAA glycogen: 15%; RECQ1 inh: inactive; GAA inh: -1%; TRb-SRC2 inh: -23%; aGlu spleen mod: -8%; TexasRed fluor: -1%

How did COc1cc(CN2CCC(CO)(Cc3cccc(C(F)(F)F)c3)CC2)ccc1F do in these assays?
RGS12 GoLoco inh: 8%; L3MBTL1 block: 45%[activator]; GAA glycogen: 3%; RECQ1 inh: -8%; TRb-SRC2 inh: 5%; aGlu spleen mod: 0%; TexasRed fluor: -2%

What do the screens show for `O=C(CNC(=O)c1cccc(Cl)c1)N/N=C/C=C/c1ccccc1`?
RGS12 GoLoco inh: -2%; L3MBTL1 block: 24%; GAA glycogen: 0%; RECQ1 inh: -14%; GAA inh: 6%; TRb-SRC2 inh: -1%; aGlu spleen mod: 0%; TexasRed fluor: -7%

Results for CC(C)N1C/C(=C/c2cccnc2)C(=O)/C(=C/c2cccnc2)C1 ?
RGS12 GoLoco inh: -10%; L3MBTL1 block: -8%; GAA glycogen: -6%; RECQ1 inh: 8%; GAA inh: 5%; TRb-SRC2 inh: -7%; aGlu spleen mod: 3%; TexasRed fluor: -3%

What do the screens show for `c1ccc(Cn2nc(-c3ccccc3)nc2-c2ccccc2)cc1`?
RGS12 GoLoco inh: 1%; L3MBTL1 block: 28%; GAA glycogen: -6%; RECQ1 inh: -2%; GAA inh: 2%; TRb-SRC2 inh: -4%; aGlu spleen mod: inconclusive; TexasRed fluor: 0%

Results for O=C(O)CSCCn1cccn1 ?
RGS12 GoLoco inh: 0%; L3MBTL1 block: 4%; GAA glycogen: 0%; RECQ1 inh: -1%; GAA inh: 7%; TRb-SRC2 inh: 6%; aGlu spleen mod: 3%; TexasRed fluor: 1%

Results for CCOC(=O)c1ccccc1NC(=O)Nc1ccc(OC)c(OC)c1 ?
RGS12 GoLoco inh: 5%; L3MBTL1 block: -8%; GAA glycogen: 1%; RECQ1 inh: -1%; GAA inh: 1%; TRb-SRC2 inh: 6%; aGlu spleen mod: -17%; TexasRed fluor: 3%

What do the screens show for `CC(C)(C)c1ccc(OCCCNC2CCCC2)cc1`?
RGS12 GoLoco inh: -1%; L3MBTL1 block: 3%; GAA glycogen: -8%; RECQ1 inh: -1%; GAA inh: -1%; TRb-SRC2 inh: -6%; aGlu spleen mod: -26%; TexasRed fluor: 2%

What do the screens show for `CN(C)c1ccc(Nc2c3c4c(cccc4n(C)c2=O)C(=O)c2ccccc2-3)cc1`?
RGS12 GoLoco inh: -16%; L3MBTL1 block: 7.9µM*; GAA glycogen: 1%; RECQ1 inh: 4%; GAA inh: inconclusive; TRb-SRC2 inh: 5%; aGlu spleen mod: -8%; TexasRed fluor: -4%

Results for Nc1nc(SCc2ccccc2Cl)ns1 ?
RGS12 GoLoco inh: 0%; L3MBTL1 block: 0%; GAA glycogen: 4%; RECQ1 inh: inactive; GAA inh: -1%; TRb-SRC2 inh: 3%; aGlu spleen mod: 5%; TexasRed fluor: -5%

How did Fc1ccc(Br)cc1/C=N/n1cnnc1 do in these assays?
RGS12 GoLoco inh: 2%; L3MBTL1 block: -4%; GAA glycogen: 6%; RECQ1 inh: -1%; GAA inh: -11%; TRb-SRC2 inh: -4%; aGlu spleen mod: 5%; TexasRed fluor: -1%

What do the screens show for `O=S(=O)(/N=C(/Nc1ccccc1F)c1ccccc1)c1ccccc1`?
RGS12 GoLoco inh: 0%; GAA glycogen: -2%; RECQ1 inh: -7%; GAA inh: -1%; TRb-SRC2 inh: 4%; aGlu spleen mod: -2%; TexasRed fluor: 0%

Results for C=CCNC(=S)N/N=C/c1ccc(C(F)(F)F)cc1 ?
RGS12 GoLoco inh: 84%[activator]; L3MBTL1 block: -5%; GAA glycogen: -6%; RECQ1 inh: -10%; GAA inh: -6%; TRb-SRC2 inh: 4%; aGlu spleen mod: -1%; TexasRed fluor: 1%

What do the screens show for `Cc1cc(C)c(NC(=S)NC(NC(=O)c2ccccc2)C(Cl)(Cl)Cl)c(C)c1` (stereo unspecified)?
RGS12 GoLoco inh: 15%; L3MBTL1 block: 3%; GAA glycogen: -2%; RECQ1 inh: -9%; GAA inh: -9%; TRb-SRC2 inh: 3%; aGlu spleen mod: -1%; TexasRed fluor: 1%

How did O=S1(=O)NC[C@]23C[C@H](c4ccc(F)cc4)[C@@H](C[C@@H]21)O3 do in these assays?
RGS12 GoLoco inh: 4%; GAA glycogen: 1%; RECQ1 inh: -4%; TRb-SRC2 inh: 5%; aGlu spleen mod: -14%; TexasRed fluor: -1%

How did OCCC1CN(Cc2cccn2-c2ccccn2)CCN1C1CCCC1 (stereo unspecified) do in these assays?
RGS12 GoLoco inh: 1%; L3MBTL1 block: -2%; GAA glycogen: 7%; RECQ1 inh: -4%; GAA inh: 5%; TRb-SRC2 inh: -4%; aGlu spleen mod: -1%; TexasRed fluor: -2%

How did CCn1c(N)c(C(=O)NCc2ccc3c(c2)OCO3)sc1=S do in these assays?
RGS12 GoLoco inh: 4%; GAA glycogen: 1%; RECQ1 inh: -3%; GAA inh: -14%; TRb-SRC2 inh: 1%; aGlu spleen mod: 5%; TexasRed fluor: -4%

What do the screens show for `O=c1[nH]c(SCc2n[nH]c(=S)n2-c2ccccc2)nc2sc3c(c12)CCC3`?
RGS12 GoLoco inh: 0%; GAA glycogen: inconclusive; RECQ1 inh: 16%; GAA inh: -7%; TRb-SRC2 inh: -6%; aGlu spleen mod: 2%; TexasRed fluor: -5%

How did Nc1ccc2oc(C3CCCCC3)nc2c1 do in these assays?
RGS12 GoLoco inh: 4%; L3MBTL1 block: -6%; GAA glycogen: 7%; RECQ1 inh: 14%; GAA inh: 9%; TRb-SRC2 inh: -10%; aGlu spleen mod: 4%; TexasRed fluor: -1%

What do the screens show for `C=CCn1c(SCC(=O)Nc2nc3ccccc3s2)nnc1-c1ccccc1O`?
RGS12 GoLoco inh: 9%; L3MBTL1 block: -1%; GAA glycogen: -11%; RECQ1 inh: inactive; GAA inh: 1%; TRb-SRC2 inh: -2%; aGlu spleen mod: -2%; TexasRed fluor: -1%

How did O=C(Nc1ccc2c(c1)OCO2)c1cnc2n(c1=O)CCS2 do in these assays?
RGS12 GoLoco inh: 0%; L3MBTL1 block: -31%; GAA glycogen: -12%; RECQ1 inh: -1%; GAA inh: 1%; TRb-SRC2 inh: -16%; aGlu spleen mod: -7%; TexasRed fluor: 3%

How did O=C(NCCCn1ccnc1)C(=O)Nc1ccccc1 do in these assays?
RGS12 GoLoco inh: 0%; L3MBTL1 block: 6%; GAA glycogen: 10%; RECQ1 inh: 18%; GAA inh: -1%; TRb-SRC2 inh: -3%; aGlu spleen mod: 3%; TexasRed fluor: -4%

Results for COc1ccccc1-n1cnc2sc(-c3ccccc3)cc2c1=O ?
RGS12 GoLoco inh: -3%; L3MBTL1 block: 3%; GAA glycogen: 9%; RECQ1 inh: -7%; GAA inh: -3%; TRb-SRC2 inh: -3%; aGlu spleen mod: -5%; TexasRed fluor: 0%

Results for O=C(c1cccs1)N1CCN(C2CCN(Cc3ccccc3)CC2)CC1 ?
RGS12 GoLoco inh: 2%; L3MBTL1 block: 16%[11.4 µM]; GAA glycogen: 6%; RECQ1 inh: -1%; GAA inh: -10%; TRb-SRC2 inh: 1%; aGlu spleen mod: 3%; TexasRed fluor: -3%

How did C=CCn1c(=O)c(C(C)=O)cn(N(C)c2ncc(C(F)(F)F)cc2Cl)c1=O do in these assays?
RGS12 GoLoco inh: -1%; L3MBTL1 block: -13%; GAA glycogen: -10%; RECQ1 inh: 10%; GAA inh: -10%; TRb-SRC2 inh: 6%; aGlu spleen mod: -11%; TexasRed fluor: -1%

What do the screens show for `O=C(NCC1CCCO1)c1cccc(N2CCCC2=O)c1` (stereo unspecified)?
RGS12 GoLoco inh: 4%; L3MBTL1 block: 6%; GAA glycogen: 0%; RECQ1 inh: -8%; GAA inh: -10%; TRb-SRC2 inh: -5%; aGlu spleen mod: -5%; TexasRed fluor: -3%

Results for CCCCC[C@H](O)/C=C/C1=C(C/C=C\CCCC(=O)O)C(=O)CC1 ?
RGS12 GoLoco inh: -4%&2%; RECQ1 inh: 17%&-4%; TRb-SRC2 inh: 2%&-1%; aGlu spleen mod: -14%&-6%; TexasRed fluor: 0%&1%

A stretch taken from the entries so far:
Results for COc1ccccc1-n1cnc2sc(-c3ccccc3)cc2c1=O ?
RGS12 GoLoco inh: -3%; L3MBTL1 block: 3%; GAA glycogen: 9%; RECQ1 inh: -7%; GAA inh: -3%; TRb-SRC2 inh: -3%; aGlu spleen mod: -5%; TexasRed fluor: 0%

Results for O=C(c1cccs1)N1CCN(C2CCN(Cc3ccccc3)CC2)CC1 ?
RGS12 GoLoco inh: 2%; L3MBTL1 block: 16%[11.4 µM]; GAA glycogen: 6%; RECQ1 inh: -1%; GAA inh: -10%; TRb-SRC2 inh: 1%; aGlu spleen mod: 3%; TexasRed fluor: -3%
